# miR122 inh = miR-122 Renilla sensor signal increase in Huh7, primary screen, miR-122 inhibitor project, cell-based, single point, plate reader | 340,000 tested, 0.3% active | Huh7 miR-122 Renilla luciferase sensor, 48 h; neutral wells = 0, positive control = 100 | AID 602342, 2012 | activation (reporter increase), % at 12.5 µM;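 active means mean replicate activation score at least 90 and every replicate individually at or above 90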;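 further: higher luciferase means less miR-122 activity so hits act as miR-122 inhibitors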
# C2C12 statin = suppressors of statin myotoxicity in C2C12 myotubes, primary screen, cell-based, single point, plate reader; rescue of ATP level, % at 7.49 µM; 330,000 tested, 0.78% active; C2C12 myotubes + simvastatin, ATP luminescence, 48 h; scaled: DMSO 0, geranylgeraniol control 100;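 active means mean ATP rescue above about 67%, or every replicate alone reaching that limit, limit read from the data, passing the limit was not always enough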;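 further: myotubes were challenged with 10 µM simvastatin during compound exposure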
# SIRT5 block = SIRT5 desuccinylase inhibitors, primary screen, biochemical, fluorescence imaging, single point, set 5; 330,000 tested, 1.1% active; inhibition, % at 15 µM; Purified SirT5, succinyl-peptide AMC, trypsin-coupled fluorescence; in the data active means inhibition above about 15%
# Target sequence (Q9NXA8 whole entry, looked up): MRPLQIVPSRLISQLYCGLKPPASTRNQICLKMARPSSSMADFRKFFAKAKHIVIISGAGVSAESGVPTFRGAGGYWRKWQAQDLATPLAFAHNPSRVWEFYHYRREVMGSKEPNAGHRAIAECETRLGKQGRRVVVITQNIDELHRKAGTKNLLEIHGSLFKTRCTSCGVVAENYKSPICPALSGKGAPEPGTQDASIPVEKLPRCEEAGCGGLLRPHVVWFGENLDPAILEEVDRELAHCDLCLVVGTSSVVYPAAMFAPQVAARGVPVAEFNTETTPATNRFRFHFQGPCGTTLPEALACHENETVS
# esBAF inh = Bmi1 luciferase reporter increase in mESCs, primary screen, esBAF inhibitor project, mouse ES cells, Bmi1 luciferase knock-in, single point; reporter increase, % at 12.5 µM; AID 602393, 2012; 350,000 tested, 2% active; 24 h; 100% = twice the neutral-well signal; in the data active means activation above about 40%;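 further: 0% = median of the plate's neutral control wells and 100% = double that signal; a rise in the Bmi1 reporter signal indicates esBAF inhibition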
# Cneo AK release = Cryptococcus neoformans cell lysis inducers, primary screen, AK release luminescence, single concentration; lysis activity, % at 15 µM; C. neoformans lysis, adenylate kinase release luminescence, 4 h; normalised: neutral wells 0, clomiphene wells 100; 360,000 tested, 0.2% active;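 active means mean lysis activity across replicates of at least 80%, whatever share of replicates individually reach that level; inactive means mean lysis activity below 80%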
#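 Material: C. neoformans cells | Amount: Yeast cell density of 5 × 10^6 cells/mL | Medium: Fresh YPD growth medium | Dosing: Single dose | Times: Static 4 h at 37 °C with compound, 1 h detection | Detection: AK luminescence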
# ARNT-TACC3 inh = disruptors of ARNT/TACC3 protein interaction, primary screen, biochemical, AlphaScreen, single concentration. 390,000 tested, 0.66% active. Transforming acidic coiled-coil-containing protein 3 (Homo sapiens), Q9Y6A5. inhibition, % at 9.99 µM. AlphaScreen His-ARNT PAS-B/GST-TACC3 binding, luminescence; TACC3 fragment carries E629A point mutation. AID 623870, 2012;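 active means mean inhibition of replicates at least 50% and at least half of replicates each reaching 50%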;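 further: 0% = complete ARNT plus TACC3 wells and 100% = ARNT alone without TACC3; many hits fall short of the cut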
# ERp5 inh = inhibitors of ERp5-driven insulin aggregation, primary screen, biochemical, turbidity, absorbance 650 nm, single point. Protein disulfide-isomerase A6 (Homo sapiens), Q15084. 90 min. inhibition, % at 9.99 µM. 350,000 tested, 0.05% active;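 active means mean replicate inhibition above about 25%, with every replicate also reaching it, limit read from the data, passing the limit was not always enough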
# Target sequence (Q15084 whole entry, looked up): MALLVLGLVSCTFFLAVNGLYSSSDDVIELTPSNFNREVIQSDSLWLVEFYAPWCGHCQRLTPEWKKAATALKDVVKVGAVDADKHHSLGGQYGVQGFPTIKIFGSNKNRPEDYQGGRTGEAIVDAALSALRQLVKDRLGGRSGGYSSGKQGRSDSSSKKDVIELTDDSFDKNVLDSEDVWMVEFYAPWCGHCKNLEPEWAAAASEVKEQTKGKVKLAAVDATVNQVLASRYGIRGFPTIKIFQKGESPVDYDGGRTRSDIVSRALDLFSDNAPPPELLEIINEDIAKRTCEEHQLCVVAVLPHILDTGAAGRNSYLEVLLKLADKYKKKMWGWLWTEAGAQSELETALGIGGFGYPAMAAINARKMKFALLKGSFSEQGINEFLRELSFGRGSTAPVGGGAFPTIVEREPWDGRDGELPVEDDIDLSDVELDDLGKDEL
# * hit, by the source's call; x = no result given; [ ] = another dose, or the depositor's remark.
SMILES,miR122 inh,C2C12 statin,SIRT5 block,esBAF inh,Cneo AK release,ARNT-TACC3 inh,ERp5 inh
Cc1ccc(S(=O)(=O)/N=C(/Nc2cccc3ccccc23)c2ccc(F)cc2)cc1,38,18,0,4,0,0,0
CCC1CCCCN1CCCNC(=O)C1CCC(CNS(=O)(=O)c2c(C)cc(C)cc2C)CC1 (stereo unspecified),x,-27,-5,-7,1,-3,-3
CCOC(=O)C(NC(=O)c1ccccc1F)(Nc1cc(C)on1)C(F)(F)F (stereo unspecified),2,7,x,-10,0,2,x
COC(=O)C[C@@H]1CC[C@H]2[C@@H](COc3ccc(NC(=O)c4cscn4)cc3C(=O)N2C)O1,-28[16.7 µM],23,-3,4,-6,0,7
N#C/C(=C/C1=C(N2CCOCC2)C(=C/c2cccc([N+](=O)[O-])c2)/CC1)C(=O)Nc1ccccc1F,3,-23,3,-9,x,x,2
CCCCCN(C(=O)CCC(=O)OC(C)C(=O)NCc1ccccc1)c1c(N)n(CCCC)c(=O)[nH]c1=O (stereo unspecified),-3,x,0,x,x,-5,-2
O=C(O)C1=CCCN(CCON=C(c2ccccc2)c2ccccc2)C1,-1,2,-4,13,1,-3,-4
O=C(NCC1CC1)[C@@H]1[C@@H](CO)[C@@H]2Cn3c(ccc(-c4ccccc4F)c3=O)[C@H]1N2Cc1cncnc1,0[16.7 µM],-2,-9,1,-11,-1,7
COc1cccc2c(=O)cc(C)n(CC(=O)Nc3ccccc3C)c12,-2,1,x,-12,-3,-1,x
O=C1NC(N2CCOCC2)=N/C1=C/c1ccc2c(c1)OCO2,5,4,0,3,1,-3,-2
C[C@H]1CN([C@@H](C)CO)C(=O)c2cccc(NS(=O)(=O)c3ccc(Cl)cc3)c2O[C@@H]1CN(C)Cc1ccc(Oc2ccccc2)cc1,11[16.7 µM],-19,-3,-1,7,-2,-8
COc1ccc(-c2cn(CC[C@@H]3CC[C@H](NS(=O)(=O)c4ccccc4C)[C@H](CO)O3)nn2)cc1,x,-4,0,1,0,-15,0
COCC(=O)N[C@H]1CC[C@@H](CC(=O)N2CCCCC2)O[C@H]1CO,-19[16.7 µM],-9,4,1,5,2,1
N#Cc1ccc(C23CC4(C2)[C@H](CN(CC2CCCCC2)[C@@H]4c2ccccc2)C3c2ccc(Cl)nc2)cc1 (stereo partly specified),10,-15,x,1,-2,-1,0
COc1cccc(NC(=O)C2(C)CCCN(C(C)C)C2)c1 (stereo unspecified),1,-6,5,-2,-1,x,-1
COCCn1cnc2c1c(=O)n(Cc1ccc(C#N)cc1)c(=O)n2Cc1ccccc1,-3,-13,-2,5,-2,0,3
CCCc1[nH]n(-c2ccc([N+](=O)[O-])cc2)c(=O)c1C=NCCc1ccc(OC)c(OC)c1,x,x,-5,x,x,2,4
CN=Cc1c(NC)nc2c(C)cccn2c1=O,-3,-6,x,-6,-3,1,x
O=C(OCC(=O)N1CCOCC1)C(c1ccccc1)c1ccccc1,2,12,x,-8,x,-1,x
C=CCN1C=C2C(=O)C(C)(OC(=O)C3CCCC3)C(=O)C(c3ccccc3)=C2C=C1CCCC(=O)OC (stereo unspecified),-2,-3,-1,5,-1,-4,-1
Oc1c(C2=NCCNC(C(F)(F)F)=C2)ccc2ccccc12,x,x,8,x,x,7,1
O=C1COc2cc(O)ccc21,-3,3,5,x,0,-3,4
CSc1ncccc1C(=O)NCc1nnc2ccccn12,x,4,x,4,4,-7,-8
Cc1coc2cc3oc(=O)c(CCC(=O)NCCN4CCOCC4)c(C)c3cc12,-5,12,0,2,0,-7,5
Cc1cc(C)c2c(NC(=O)CCl)nn(C)c2n1,-4,-17,6,-18,0,-4,3
CC(C)NC(=S)NCc1cccs1,-5,-2,x,0,x,-8,-5
CCc1nc(N2CCN(C(=S)NCCCOC)CC2)c2c3c(sc2n1)CCCC3,x,30,0,3,-1,-7,-1
COc1cccc(-c2ccc3c(c2)[C@@H]2[C@@H](CCN2S(=O)(=O)c2cccc(OC)c2)[C@@H](CO)N3)c1,-13[16.7 µM],4,11,2,-3,-1,4
O=C(CN1C(=O)C2CC=CCC2C1=O)NC1=NCCS1 (stereo unspecified),-2,-3,x,-1,-5,-4,x
CSCCC1NC(=O)N(CC(=O)Nc2ccc(Br)cc2Br)C1=O (stereo unspecified),x,x,-7,x,x,-3,-1
C[C@@H]1CN([C@H](C)CO)C(=O)c2cc(NC(=O)Cn3cnnn3)ccc2O[C@H]1CN(C)C(=O)Nc1ccccc1,2[16.7 µM],x,3,1,3,-4,11
O=C1Nc2ccccc2CCC1Sc1nnc(-c2ccc(Cl)cc2)s1 (stereo unspecified),-19,-3,x,10,-3,-1,x
COc1ccc(NC(=O)O[C@@H](c2ccc(OCCO)cc2)[C@@H](C)CCO)cc1,x,x,7,x,1,-11,1
CCN(CC)S(=O)(=O)c1cccc(C(=O)N2CCCc3ccccc32)c1,x,-3,1,2,-1,-3,1
COc1ccc(C#Cc2ccc([C@@H]3[C@H]4CN(C(=O)c5ccncc5)CCCCN4[C@H]3CO)cc2)cc1,-12[16.7 µM],-2,1,9,-3,10,3
CCn1c2ccccc2c2cc(/C=N/NC(=O)c3ccncc3)ccc21,-14,-16,6,-3,0,3,-3
C[C@@H]1CN([C@@H](C)CO)C(=O)Cc2cc(NC(=O)Nc3cccc4ccccc34)ccc2O[C@@H]1CN(C)Cc1ccc2c(c1)OCO2,-8[16.7 µM],-34,-1,-1,47,17,0
NC(=O)Cc1ccc2c(c1)[nH]c1ccccc12,-6,-1,-5,-5,0,-6,2
Cn1c(CCN2CCCC2)nc2cc(NS(=O)(=O)c3ccccc3)ccc21,1,-3,1,1,-1,0,3
Cc1nc2c(OCc3ccc(F)c(F)c3)cccn2c1N(C)C(=O)CCC1CCCC1,2,-33,1,-4,2,x,-7
Cc1ccc(NC(=S)NCc2cccnc2)cc1,x,5,-5,-2,-2,4,-1
O=C(Nc1ccc2c(c1)[C@@H]1C[C@H](CC(=O)N3CCCCC3)O[C@@H](CO)[C@@H]1O2)c1cccnc1,7[16.7 µM],9,1,2,-7,-8,-1
CCc1nc(N2CCCCC2C(=O)O)c2oc3ccccc3c2n1 (stereo unspecified),-4,17,-6,-12,x,4,-6
O=C(Cn1ccc(NC(=O)OCc2ccccc2)nc1=O)NCCc1ccccn1,-2,3,x,6,-2,-6,-2
CCOc1ccc(NCC(=O)N/N=C/C=C/c2ccccc2)cc1,x,x,-3,x,x,2,-1
Cc1cc(C)c(S(=O)(=O)N(CC(=O)O)C2CCCCC2)c(C)c1,-6,-2,x,0,1,-11,x
Cc1ccc(C(C)C)cc1OCC(=O)Nc1ccc(-n2cnnn2)cc1,x,-22,3,-3,2,-4,4
O=c1[nH]c(N2CCOCC2)cc2ccccc12,-4,1,x,-1,1,41*,4

# Single records, from the list above.
# CCc1nc(N2CCCCC2C(=O)O)c2oc3ccccc3c2n1 (stereo unspecified) in the list: miR122 inh = -4; C2C12 statin = 17; SIRT5 block = -6; esBAF inh = -12; Cneo AK release = x; ARNT-TACC3 inh = 4; ERp5 inh = -6
# Cc1cc(C)c(S(=O)(=O)N(CC(=O)O)C2CCCCC2)c(C)c1 in the list: miR122 inh = -6; C2C12 statin = -2; SIRT5 block = x; esBAF inh = 0; Cneo AK release = 1; ARNT-TACC3 inh = -11; ERp5 inh = x
# Cc1ccc(C(C)C)cc1OCC(=O)Nc1ccc(-n2cnnn2)cc1 in the list: miR122 inh = x; C2C12 statin = -22; SIRT5 block = 3; esBAF inh = -3; Cneo AK release = 2; ARNT-TACC3 inh = -4; ERp5 inh = 4

# (cont.)
SMILES,miR122 inh,C2C12 statin,SIRT5 block,esBAF inh,Cneo AK release,ARNT-TACC3 inh,ERp5 inh
CC[N+](CC)(CC(=O)Nc1c(C)cccc1C)Cc1ccccc1,0,-4,10,0,-2,-2,-5
Cc1nc2sc(C(c3ccccc3)N3CCN(CCO)CC3)c(O)n2n1 (stereo unspecified),-1,12,-8,-8,-3,24,-2
COc1ccc(C2N(c3ccc(C)cc3)CCN2c2ccc(C)cc2)cc1O,x,x,-1,x,x,13,7
CCOc1ccc(NC(=O)CSc2ccc(-c3cccnc3)nn2)cc1,-13,-6,6,7,-6,0,-2
CCn1c(Nc2ccccc2Cl)nc2ccccc21,-1,x,5,x,x,0,7
CC1CCCC(C)N1C(=O)Nc1cccc(Cl)c1 (stereo unspecified),-3,10,x,11,0,-7,x
COc1ccc(-c2cn(-c3ccc(C)cc3)c(=O)n2CC(=O)Nc2ccc(OC)c(OC)c2)cc1,-5,21,x,1,-2,7,x
CCCn1c(=O)c(C(=O)Nc2ccccc2C(=O)OCC)c(O)c2ccccc21,-3,7,-2,2,-1,-8,-1
O=C(NNC(=O)c1ccccc1F)c1ccc(-n2cncn2)c([N+](=O)[O-])c1,-10,6,-2,5,x,2,-2
N#Cc1c(NC(=O)Cn2nc(C(F)(F)F)c3c2CCCC3)sc2c1CCC2,16,10,x,8,1,0,x
CN(C)C(=O)c1cccc(-c2ccc3c(c2)[C@H]2[C@H](CCN2C(=O)c2ccccc2F)[C@@H](CO)N3)c1,12[16.7 µM],4,3,2,-2,-8,-1
O=C(Nc1ccc2c(c1)[C@@H]1C[C@H](CC(=O)N3CCOCC3)O[C@@H](CO)[C@@H]1O2)Nc1ccccc1F,3[16.7 µM],1,5,0,-2,-7,2
CCCc1nnc(NC(=O)C(CC)OC(=O)c2cc(C)nc3ccccc23)s1 (stereo unspecified),4,10,x,-5,0,-3,x
O=S(=O)(NC1CCCCCCC1)c1cccs1,36,3,x,1,x,-2,x
CC(C)NC(=O)Nc1ccc2c(c1)C(=O)N([C@H](C)CO)C[C@H](C)[C@H](CN(C)Cc1ccc3c(c1)OCO3)OCCCC[C@H](C)O2,6[16.7 µM],x,x,3,7,-4,x
Cc1sc(N2C(=O)C3C4C=CC(C4)C3C2=O)c(C#N)c1C (stereo unspecified),x,x,5,x,x,21,-3
Cc1ncoc1C(=O)Nc1ccc2c(c1)OCCO2,-4,4,x,-30,-1,-2,x
Cc1ccc(Cl)cc1NC(=O)Cn1cccc1,-1,81*,x,-4,3,-2,x
CC(=O)NCCn1c(SCC(=O)NCCc2ccc(S(N)(=O)=O)cc2)nc2ccccc2c1=O,x,x,0,x,x,-3,-3
CN(C)CC(=O)c1c[nH]c2ccccc12,7,5,x,-6,1,-17,x
COc1ccccc1NC(=O)N(C)C[C@@H]1OCc2ccccc2-c2ccccc2C(=O)N([C@@H](C)CO)C[C@@H]1C,x,x,2,8,-2,-17,-3
O=C(C1CCCN1S(=O)(=O)c1cccc2nsnc12)N1CCCCC1 (stereo unspecified),2,-2,0,4,-4,-4,1
C[C@@H]1CN([C@@H](C)CO)C(=O)c2cc(C3=CCCCC3)cnc2O[C@@H]1CN(C)C(=O)c1ccncc1,13[16.7 µM],23,4,3,0,-7,-4
CCc1nn(CCCC(=O)Nc2ccc(C)cc2C)c(=O)c2cc3occc3n12,-4,3,0,-7,1,0,6
COc1ccc(-c2nc(CNS(=O)(=O)c3ccc(OC)c(OC)c3)cs2)cc1,-1,-3,0,3,7,-5,-3

# As a working copy, part of the list above:
SMILES,miR122 inh,C2C12 statin,SIRT5 block,esBAF inh,Cneo AK release,ARNT-TACC3 inh,ERp5 inh
O=C(C1CCCN1S(=O)(=O)c1cccc2nsnc12)N1CCCCC1 (stereo unspecified),2,-2,0,4,-4,-4,1
C[C@@H]1CN([C@@H](C)CO)C(=O)c2cc(C3=CCCCC3)cnc2O[C@@H]1CN(C)C(=O)c1ccncc1,13[16.7 µM],23,4,3,0,-7,-4
